High-throughput results (PubChem BioAssay)
Cneo AK release = Cryptococcus neoformans cell lysis inducers, primary screen, AK release luminescence, single concentration; C. neoformans lysis, adenylate kinase release luminescence, 4 h; normalised: neutral wells 0, clomiphene wells 100; 360,000 tested, 0.2% active; lysis activity, % at 15 µM; AID 651654, 2012;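 active = mean lysis activity across replicates of at least 80%, whatever share of replicates individually reach that level; inactive = mean lysis activity below 80%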
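Schedule: static 4 h at 37 °C with compound, 1 h detection; system: C. neoformans cells; benchmarks: Clomiphene as positive control; buffer or medium: fresh YPD medium; measure: luminescence rise reflecting yeast cell lysis; measured by: luminescent adenylate kinase detection reagent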
LGR2 antag = inhibitors of bursicon-induced LGR2 CRE-luciferase signal, primary screen, cell-based, HEK293, CRE-luciferase reporter, bursicon stimulation. Drosophila bursicon receptor LGR2 (rickets). 380,000 tested, 0.35% active. AID 720647, 2013. bursicon-stimulated, 4 h. inhibition, % at 9.99 µM;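 active = drop in luminescence signal, shown as inhibition above about 50% in the replicate tests, limit read from the data, passing the limit was not always enough; inconclusive = probably only some replicates passing the limit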;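 also: agonist challenge used bursicon conditioned medium at about half maximal strength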
miR122 inh = miR-122 Renilla sensor signal increase in Huh7, primary screen, miR-122 inhibitor project, cell-based, single point, plate reader | Huh7 miR-122 Renilla luciferase sensor, 48 h; neutral wells = 0, positive control = 100 | activation (reporter increase), % at 12.5 µM | 340,000 tested, 0.3% active;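 active = mean replicate activation score at least 90 and every replicate individually at or above 90; inconclusive = only one of the two criteria met; inactive = neither criterion met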;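 also: higher luciferase means less miR-122 activity so hits act as miR-122 inhibitors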
Casp6 inh = human caspase-6 inhibitors, primary screen, biochemical, VEID-R110 fluorescence, single point, set 2. 350,000 tested, 0.53% active. P55212. inhibition, % at 12.5 µM. purified caspase-6, Z-VEID-R110 cleavage fluorescence;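 active = mean inhibition across replicates at least about 35%, with every replicate also reaching that limit, limit read from the data; inconclusive = only one of the two criteria met; inactive = neither criterion met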;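 also: 0% = median of neutral control wells and 100% = no fluorescence left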
Target sequence (P55212 24-179 limits assumed): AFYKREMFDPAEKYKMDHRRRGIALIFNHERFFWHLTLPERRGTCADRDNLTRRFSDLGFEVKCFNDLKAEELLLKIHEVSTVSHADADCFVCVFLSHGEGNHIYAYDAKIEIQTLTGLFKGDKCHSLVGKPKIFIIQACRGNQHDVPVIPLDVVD
Target sequence (P55212 194-293 limits assumed): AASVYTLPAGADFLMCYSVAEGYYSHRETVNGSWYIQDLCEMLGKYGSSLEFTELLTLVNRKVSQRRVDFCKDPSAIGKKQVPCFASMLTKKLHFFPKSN
PGC1a acetyl inh = inhibitors of PGC1a acetylation signal, primary screen, cell-based, U2OS, AlphaScreen, inhibitor mode; AlphaScreen anti-acetyl-lysine; with virally co-expressed GCN5 acetyltransferase; inhibition, % at 15.6 µM; 350,000 tested, 0.17% active;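 active = every replicate shows inhibition of at least 40%; inconclusive = mean inhibition at least 40% but some replicate below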;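 also: 0% = neutral control wells and 100% = positive control wells; some results beyond the cut were filed as inactive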
FN deposition inh = inhibitors of fibronectin matrix deposition, primary screen, AH1F cells, Alexa488-fibronectin fluorescence, plate reader; AH1F fibroblasts, overnight; inhibition, % at 12.6 µM; AID 743247, 2014; 350,000 tested, 0.086% active;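 active = mean inhibition across replicates of 30% or more, regardless of how many single replicates reach that level; inconclusive = mean under 30% yet at least half of replicates reach 30%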;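 also: positive control wells lacked labelled fibronectin entirely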
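Measured by – fluorescence 485/525 nm · System – AH1F fibroblast monolayer, labelled fibronectin deposition · Amount – 10000 cells per well · Buffer or medium – serum-reduced DMEM (2% serum) · Doses – single dose, pinned · Also added – fluorescent fibronectin at 24 nM final · Schedule – 1 h cell attachment, overnight exposure to compound and label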
EWS-Fli inh = EWS/Fli-driven NR0B1 reporter inhibitors, primary screen, A673 cells, NR0B1 luciferase, luminescence, MLPCN library; viability-normalised; inhibition, % at 12.6 µM; 350,000 tested, 0.67% active; AID 651661, 2012;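 active = mean inhibition of at least 50% after viability correction, with every replicate also passing that limit; inconclusive = mean reaches 50% but only one of two replicates passes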;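 also: firefly luciferase signal divided by Alamar Blue viability fluorescence both relative to DMSO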
PAX8 inh HTS = inhibitors of PAX8-driven TPO luciferase reporter, primary screen, RMG-I cells, single concentration. SteadyGlo, 24 h. inhibition, % at 12.6 µM. 360,000 tested, 1.2% active;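 active = mean replicate inhibition at least 60% with every replicate also reaching 60%; inconclusive = only one of the two criteria is met; inactive = mean below 60% and not all replicates reaching 60%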;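 also: luciferase light reporting Pax8 driven TPO promoter activity; plate controls were median of neutral control wells for no effect and mitoxantrone controls for full effect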
An asterisk follows results filed as active; u = inconclusive; x = no result given; [ ] = dose if it differs, or a comment.

Each structure is followed by: miR122 inh, FN deposition inh, Cneo AK release, LGR2 antag, PAX8 inh HTS, Casp6 inh, EWS-Fli inh, PGC1a acetyl inh
1	C[C@H]1CN([C@@H](C)CO)C(=O)Cc2cc(NC(=O)Cc3ccccc3)ccc2O[C@@H]1CN(C)Cc1ccc(C(F)(F)F)cc1
    -1[16.7 µM], -10, 4, -16, 29, 2, x, -19
2	C[C@@H]1CCCCO[C@@H](CN(C)C(=O)CCC(F)(F)F)[C@H](C)CN([C@@H](C)CO)C(=O)c2cc(NS(=O)(=O)c3ccc(Cl)cc3)ccc2O1
    -7[16.7 µM], -2, 0, -4, 5, 2, x, -4
3	O=C(NC(=O)C(F)(F)F)Nc1ccc(S(=O)(=O)Nc2nccs2)cc1
    -8, 0, -2, -40, 13, 0, 7, -1
4	COc1ccc(CN(C)C[C@@H]2OCCCC[C@H](C)Oc3ccc(NC(=O)CCC(F)(F)F)cc3C(=O)N([C@@H](C)CO)C[C@@H]2C)cc1
    3[16.7 µM], x, 0, -4, -10, -3, 4, -11
5	COc1ccccc1/C=C(/NC(=O)c1ccc(Cl)cc1Cl)C(=O)O
    -5, -7, x, 16, 16, 8, 4, 11
6	O=C(c1ccc2ccccc2c1)N1CCN(S(=O)(=O)/C=C/c2ccccc2)CC1
    -12, 11, 0, 25, -3, -5, -13, -9
7	COc1ccccc1CCNC(=O)CCNS(=O)(=O)c1ccc(NC(C)=O)cc1
    3, -3, 2, -9, 4, -2, 4, -7
8	Cc1ccc(S(=O)(=O)N(C)C[C@@H]2Oc3c(NS(=O)(=O)c4ccccc4)cccc3C(=O)N([C@H](C)CO)C[C@H]2C)cc1
    1[16.7 µM], x, 3, 28, x, -1, -16, -8
9	Cc1ccccc1Cn1cc(NS(=O)(=O)c2cn(C)nc2C)cn1
    2, x, 1, 0, 17, 0, x, 1
10	Cc1cc(C)c(C)c(OCC(=O)O/N=C(\N)c2ccncc2)c1
    -9, -11, 8, 7, -5, -4, 11, x
11	O=C1CN(C(=O)COc2ccc(Cl)cc2Cl)c2ccccc2N1
    -1, -3, -3, 1, -12, 5, -15, x
12	C[C@@H]1CN([C@H](C)CO)C(=O)Cc2cc(NC(=O)CCN3CCOCC3)ccc2O[C@@H]1CN(C)Cc1ccc2c(c1)OCO2
    -5[16.7 µM], x, -1, 12, 3, 2, -3, 5
13	CCOC(=O)C1CCN(C(=O)c2cc3c(=O)n4cccc(C)c4nc3s2)CC1
    x, 0, 0, -11, 13, 3, x, x
14	CCN1CNC(=S)N(c2ccccc2OC)C1
    x, -2, x, 15, 25, -1, 0, x
15	CC(=O)Nc1ccc2c(c1)C(=O)N(C)[C@@H]1CC[C@@H](CC(=O)Nc3cn(C)nc3C)O[C@@H]1CO2
    8[16.7 µM], -59, -3, -20, -8, -1, -2, 1
16	Cn1cc(C2=C(c3ccc(Cl)cc3Cl)C(=O)NC2=O)c2ccccc21
    1, -23, 1, 47, 92*, -11, -79, -24
17	COc1ccc(N2CCN(Cc3nc(N)nc(N4CCCc5ccccc54)n3)CC2)cc1
    0, -2, 4, x, -13, x, x, 2
18	Cc1ccccc1OC1C(=O)N(CC2CCCO2)C1c1ccc2c(c1)OCO2 (centres undefined)
    89, 5, x, 3, -34, 2, 10, -6
19	COc1ccccc1NC(=O)c1ccc(Br)o1
    13, 1, 1, x, -14, x, x, -10
20	CCN1C(=O)[C@@H]2[C@@H](c3ccc(-c4ccc(F)cc4)c(OC)c3)N3CCC[C@@]3(C(=O)OC)[C@@H]2C1=O
    -5, 10, 5, 13, -2, 1, -3, -1
21	CN1CCN(C(=O)CN(C)S(=O)(=O)c2ccc3ccccc3c2)CC1
    -1, 0, x, 2, 3, 4, 0, 4
22	Cc1ccc(S(=O)(=O)N(C)C[C@@H]2OCCCC[C@@H](C)Oc3ccc(N(C)C)cc3C(=O)N([C@H](C)CO)C[C@@H]2C)cc1
    2[16.7 µM], -1, 0, -8, 4, 4, 0, 3
23	CC(=O)c1ccc(OCc2cc(C(=O)N3CCN(c4ccccc4)CC3C)no2)cc1 (centres undefined)
    -3, -7, -1, -73, -261, 9, -61, -6
24	C=CCn1c(O)c2ccc(C(=O)N=NC(=O)COc3ccc(OC)cc3)cc2c1O
    x, 5, 2, -4, -2, 3, -2, -5
25	O=C(/C=C/c1ccc(O)cc1)OCc1occc(=O)c1O[C@@H]1OC(CO)[C@@H](O)[C@H](O)[C@@H]1O (some centres undefined)
    x, -21, 4, -20, 11, 7, -9, x
26	CCOC(=O)c1c(NC(=O)CCCC(=O)O)sc2c1CCC2
    x, -3, x, 32, -1, -3, -1, 2
27	O=C(COC(=O)CCCOc1ccccc1)NC1CCS(=O)(=O)C1 (centres undefined)
    -1, x, -2, 3, 0, 0, 1, 4
28	Oc1cccc(-c2nc3c4c(ncn3n2)-c2ccccc2CC42CCCC2)c1
    10, x, -4, u, x, -4, 14, 11
29	COc1ccc(CC(=O)OCC(=O)NCc2ccc(F)cc2)cc1
    -5, -5, 2, -15, 2, 0, 3, -1
30	CCOC(=O)c1sc(NC(=O)CSc2nc(C)cc(C)c2C#N)c(C#N)c1C
    -6, 4, 2, x, 1, x, x, 1
31	CCCCN(C(=O)CSc1nnc(-c2ccccc2)o1)c1c(N)n(CCC)c(=O)[nH]c1=O
    x, -8, -3, 4, 0, 2, -7, 1
32	COCC(=O)N(C)C[C@H]1Oc2ncc(-c3ccccc3C)cc2C(=O)N([C@@H](C)CO)C[C@H]1C
    1[16.7 µM], -5, -1, 8, x, -3, -5, 3
33	CC1CCCCC12NC(=O)N(CC(=O)NC1CCCc3ccccc31)C2=O (centres undefined)
    x, 3, x, -15, 6, -1, 6, x
34	O=C(NO)c1ccccc1O
    -2, -3, 1, -13, -9, 5, -2, 8
35	NS(=O)(=O)c1cccc(NS(=O)(=O)c2ccc3ccccc3c2)c1
    15, -1, -1, -5, -1, 2, 2, 10
36	CC(/C=C1\SC(=S)N(C(C(=O)O)C(C)C)C1=O)=C\c1ccccc1 (centres undefined)
    x, -2, x, -13, -20, 15, 2, -12
37	CCN(CC(=O)Nc1ccccc1C(F)(F)F)C(=O)c1ccc(N2CCCC2=O)cc1
    x, -13, 1, 14, 0, -4, -4, x
38	Cc1ccc(C)c(N2C(=O)CC(N3CCN(Cc4ccc5c(c4)OCO5)CC3)C2=O)c1 (centres undefined)
    -3, x, -1, -7, x, 0, 1, 4
39	CO[C@H]1CN(C)C(=O)c2cc(NC(=O)c3ccno3)ccc2OC[C@H](C)N(S(C)(=O)=O)C[C@@H]1C
    x, -7, -2, -12, -3, x, 2, 11
40	COc1ccc(CN2CN(S(=O)(=O)c3cccs3)c3nc4ccccc4nc32)cc1
    x, -5, x, -67, -27, 4, -20, -4
41	CCS(=O)(=O)Nc1cccc(C2=NN(S(=O)(=O)c3ccccc3)C(c3cccs3)C2)c1 (centres undefined)
    11, x, 0, 1, x, -2, 5, -7
42	CCN1CCCc2cc(CN(CCN3CCOCC3)C(=S)Nc3cccc(Cl)c3)ccc21
    5, -4, 8, 12, 12, -4, -31, 7
43	Cc1ccc(C(NC(N)=O)c2ccccc2C)cc1 (centres undefined)
    7, 12, -8, -15, x, x, x, 3
44	COc1ccc(S(=O)(=O)Nc2ccc3c(c2)C(=O)N([C@@H](C)CO)C[C@@H](C)[C@@H](CN(C)S(=O)(=O)c2ccc(F)cc2)O3)cc1
    3[16.7 µM], -2, -3, 2, x, -3, 1, 4
45	C[C@H]1CN([C@@H](C)CO)C(=O)c2cc(NS(=O)(=O)c3ccccc3)ccc2O[C@H]1CN(C)C(=O)NC1CCCCC1
    -6[16.7 µM], x, -1, -38, -6, 1, -4, 0
46	CCOc1ccccc1NC(=O)CSc1nnc2ccc(-c3cccnc3)nn12
    10, 3, -1, 3, 23, -2, 1, 6
47	Cc1nc(NCc2ccc(S(N)(=O)=O)cc2)c2c(C)c(C)sc2n1
    -1, 6, 0, 0, 10, -2, 4, 5
48	O=C1Nc2ccccc2C12NCCc1c2[nH]c2ccccc12 (centres undefined)
    0, x, -1, -2, x, 2, 3, -5
49	C[C@H]1CN([C@@H](C)CO)S(=O)(=O)c2ccc(C#CC3CCCC3)cc2O[C@@H]1CN(C)C
    24[16.7 µM], -11, 6, -4, x, 0, 6, -39
50	O=C(Cn1c(CO)nc2ccccc21)Nc1ccccc1Cl
    x, -4, x, 7, 12, 2, -7, 5

Next part:
Each structure is followed by: miR122 inh, FN deposition inh, Cneo AK release, LGR2 antag, PAX8 inh HTS, Casp6 inh, EWS-Fli inh, PGC1a acetyl inh
51	CC(C)C(N)c1csc(NC(=O)Nc2ccc(OC(F)(F)F)cc2)n1 (centres undefined)
    -4, -5, -1, 5, 44, -1, 42, 0
52	COCC(=O)N1CC[C@@H]2[C@H](CO)Nc3ccc(-c4cccc(C#N)c4)cc3[C@@H]21
    3[16.7 µM], -5, -6, 0, 13, 3, -9, 7
53	C[C@@H]1CN([C@@H](C)CO)C(=O)Cc2cc(NC(=O)Nc3ccc(F)cc3)ccc2O[C@H]1CN(C)Cc1ccc2c(c1)OCO2
    -8[16.7 µM], -14, 0, 17, 68*, -1, 11, -8
54	NC(=O)c1ccc(NC(=O)COC(=O)CC(NC(=O)c2ccccc2Cl)c2ccccc2)cc1 (centres undefined)
    x, -1, x, -8, 21, 5, 8, x
55	CC(C)NC(=O)Nc1ccc2c(c1)C(=O)N([C@@H](C)CO)C[C@@H](C)[C@H](CN(C)S(=O)(=O)c1ccc(F)cc1)O2
    -6[16.7 µM], x, 2, -1, -9, -1, 6, -1
56	Cc1cccc(NS(=O)(=O)c2ccc3c(c2)NC(=O)CO3)c1C
    21, -5, 1, -6, 21, -1, x, -7
57	COc1ccc(-c2c([C@H]3[C@@H]4C=CCC[C@@]4(C)C(=O)N3Cc3ccccc3)ccc3ccccc23)cc1OC
    -8, 1, -2, 31, 36, -6, 1, -11
58	Cc1ccc(S(=O)(=O)N(C)C[C@H]2Oc3ccc(NC(=O)CCCN(C)C)cc3C(=O)N([C@@H](C)CO)C[C@@H]2C)cc1
    3[16.7 µM], -2, -1, 0, 1, 2, -8, -8
59	CCc1cc2c(nc1CC)CCCN2S(=O)(=O)c1ccc(C(F)(F)F)cc1
    x, 2, x, 9, -4, -5, 9, x
60	CN(C)C(=O)[C@H]1[C@H](CO)[C@H]2Cn3c(ccc(-c4ccncc4)c3=O)[C@@H]1N2CC1CC1
    x, x, 0, -16, x, -3, -1, x
61	CCc1cc2cc(C)ccc2nc1SCC(=O)N1CC(=O)Nc2ccccc21
    6, 4, 0, 18, -10, 0, 9, x
62	CN(C)S(=O)(=O)c1ccc(NC(=O)COC(=O)c2ccccn2)cc1
    -1, x, 0, 17, x, x, x, 11
63	CC1CCCCN1CC(O)COc1ccc(OCC(O)CN2CCCCC2C)cc1 (centres undefined)
    0, 3, 2, 18, 20, -39, 1, 0
64	CCCNC(=O)N1C[C@@H]2[C@H](c3ccccc31)[C@H](CO)N2C(=O)c1ccncc1
    17[16.7 µM], x, 4, -3, -9, 2, -4, -2
65	Cc1ccc(F)cc1S(=O)(=O)N1CCN(Cc2cccc(OCCO)c2)CC1
    x, x, 0, x, -9, 0, 9, x
